hgDAF12 agonist: activates the H. glycines DAF-12 receptor ligand-binding domain. HEK293 GAL4-hgDAF12 UAS-luciferase reporter, agonist luminescence; normalized to butyrate control. activation, % at 6.8 µM. actives 1.8% (n = 370,000). AID 687014;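 active = activation above a cutoff set at the mean of all screened compounds plus 3 SD, cut at about 10% in these data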;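 also: 0% = DMSO wells and 100% = sodium butyrate wells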
NPR2 activator: GC-B (human) receptor activation | actives 0.11% (n = 370,000) | HEK293-GC-B cells, CNP EC30, cGMP TR-FRET; 0% at EC30 CNP, 100% saturating CNP | AID 1920062 | activation, % at 10 µM;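 active = activation at 10 µM reaching about 35% in either raw or pattern-adjusted values, limit read from the data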
DAX1 inh-1: inhibits human nuclear receptor DAX1; HEK293 Gal4-DAX1 luciferase reporter, luminescence; inhibition, % at 6.75 µM; actives 0.99% (n = 340,000); AID 504766;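 active = inhibition above the mean over all tested compounds plus 3 SD, cut at about 4.2% in these data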;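 also: 0% = DAX1-transfected cells with DMSO and 100% = empty-vector control cells with DMSO; inhibition shows as a rise in luminescence from relieved DAX1 repression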
Target sequence (P51843 207-470 limits assumed): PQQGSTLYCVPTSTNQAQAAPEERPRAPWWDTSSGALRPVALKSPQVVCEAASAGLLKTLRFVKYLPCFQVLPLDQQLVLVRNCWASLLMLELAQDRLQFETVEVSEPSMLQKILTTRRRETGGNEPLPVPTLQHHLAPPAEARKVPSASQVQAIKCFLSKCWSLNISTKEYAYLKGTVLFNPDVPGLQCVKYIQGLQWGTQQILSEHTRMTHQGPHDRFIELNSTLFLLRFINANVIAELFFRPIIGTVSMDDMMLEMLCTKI
hcDAF-12 act: activators of H. contortus DAF-12 nuclear receptor | HEK293 hcDAF-12 lit1-tk-luc reporter, luminescence; 0% DMSO, 100% Δ7-dafachronic acid | activation, % at 6.8 µM | actives 1.4% (n = 370,000);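 active = activation above the mean of all tested compounds plus 3 SD, cut at about 5.5% in these data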;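 also: 100% = response to 3 µM Δ7-dafachronic acid high control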
GAA850 FXN act: frataxin GAA850 promoter activation; actives 0.56% (n = 360,000); HEK293 lucGAA850 FXN promoter luciferase reporter, 24 h; percent of 10 µM SAHA response; activation, % at 6 µM;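 active = activation above the average of all compounds screened plus 3 SD, cutoff fixed separately per campaign, cut at about 7.5% in these data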;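 also: 0% = DMSO wells and 100% = 10 µM SAHA wells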
SMARCA2 act: increases SMARCA2 function in MMTV reporter cells; MG213 cells, MMTV-luciferase reporter, dexamethasone, overnight; activation, % at 9.1 µM; actives 1% (n = 370,000); AID 652017; in the data active = activation above about 7.8%;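 also: 0% = vehicle wells and 100% = reference activator wells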
KLK7 zymogen act: activators of human kallikrein-7 zymogen. P49862. purified proKLK7, EDANS-DABCYL substrate fluorescence; 100% is mature enzyme control, 0% vehicle. activation, % at 7 µM. actives 0.9% (n = 370,000). AID 652039;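 active = activation above the mean of all tested compounds plus 3 SD, computed per campaign excluding outliers beyond control limits, cut at about 13% in these data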
Target sequence (P49862 whole entry, looked up): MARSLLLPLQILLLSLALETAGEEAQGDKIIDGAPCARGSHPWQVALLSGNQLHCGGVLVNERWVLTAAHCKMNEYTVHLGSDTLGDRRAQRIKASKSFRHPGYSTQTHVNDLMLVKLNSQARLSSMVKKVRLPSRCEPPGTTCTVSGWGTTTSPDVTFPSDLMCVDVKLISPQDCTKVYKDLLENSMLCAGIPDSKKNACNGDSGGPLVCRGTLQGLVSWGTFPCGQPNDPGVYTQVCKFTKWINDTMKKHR
GC-A act: GC-A (human) enzyme activation; P16066; HEK293 GC-A cells, cGMP TR-FRET, EC30 ANP; 0% at EC30 ANP, 100% saturating ANP; activation, % at 10 µM; actives 0.14% (n = 370,000); in the data active = activation above about 40%
ssDAF12 agonist: activators of S. stercoralis DAF-12 nuclear receptor | actives 1% (n = 370,000) | HEK293 ssDAF-12/GRIP1 lit1-tk-luc reporter, luminescence; % of 3 µM dafachronic acid response | AID 652126 | activation, % at 6.8 µM;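 active = activation above the mean over all tested compounds plus 3 SD, cut at about 0.9% in these data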;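 also: 0% = DMSO-only wells and 100% = 3 µM delta7-dafachronic acid wells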
sPLA2-III inh: Blocks human group III sPLA2 activity | AID 743126 | inhibition, % at 12.2 µM | QFRET BODIPY PC-A2 liposome hydrolysis, fluorescence | actives 0.56% (n = 370,000);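 active = inhibition above mean plus 3 SD of compounds lying within the high and low control bounds, cut at about 19% in these data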;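 also: 0% = median of test compound wells and 100% = no enzyme DMSO wells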
Target sequence (Q9NZ20 whole entry, looked up): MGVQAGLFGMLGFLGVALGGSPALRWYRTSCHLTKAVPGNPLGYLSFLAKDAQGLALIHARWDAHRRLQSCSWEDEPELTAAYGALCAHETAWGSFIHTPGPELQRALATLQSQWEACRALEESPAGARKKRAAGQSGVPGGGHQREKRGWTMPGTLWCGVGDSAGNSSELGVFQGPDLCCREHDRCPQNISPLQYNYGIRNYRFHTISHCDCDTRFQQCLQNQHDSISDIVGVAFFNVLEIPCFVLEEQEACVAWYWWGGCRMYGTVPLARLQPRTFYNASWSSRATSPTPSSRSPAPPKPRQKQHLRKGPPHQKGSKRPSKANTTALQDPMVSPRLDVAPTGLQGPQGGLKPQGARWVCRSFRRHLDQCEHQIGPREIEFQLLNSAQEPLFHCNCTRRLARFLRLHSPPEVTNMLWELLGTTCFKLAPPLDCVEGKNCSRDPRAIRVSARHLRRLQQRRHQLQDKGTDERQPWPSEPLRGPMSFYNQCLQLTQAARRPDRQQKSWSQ
DAX1 inh-2: inhibitors of DAX1 repression of SF-1 activated StAR promoter; inhibition, % at 6.8 µM; AID 652010; HEK293T StAR-luciferase reporter, SF-1/DAX-1 repression relief; actives 1.1% (n = 370,000);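 active = inhibition above the mean over all tested compounds plus 3 SD, cut at about 3.6% in these data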;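 also: 0% = DAX-1 cells with DMSO and 100% = cells lacking DAX-1 with DMSO; higher inhibition means more luminescence from relief of DAX-1 repression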
Active calls of the source: *; nt = no result given. Rows were taken by chance; about 6.7% have a hit in one of these screens.

SMILES | hgDAF12 agonist | NPR2 activator | DAX1 inh-1 | hcDAF-12 act | GAA850 FXN act | SMARCA2 act | KLK7 zymogen act | GC-A act | ssDAF12 agonist | sPLA2-III inh | DAX1 inh-2
O=C(CCC(=O)c1cccs1)OCC(=O)c1ccccc1F | 2.1 | 5 | -0.2 | -0.6 | -0.8 | -1 | 0.4 | 1 | -0.6 | 3 | 0.6
CN(CC(=O)Nc1ccccc1Br)Cc1nc2ccccc2c(=O)[nH]1 | 2.1 | -5 | 0.8 | -0.8 | -2.1 | 1 | 0.4 | 0 | -1.7 | -6 | -0.3
CC(=O)Nc1ccccc1OCCCN1CCC(C(O)(c2ccccc2)c2ccccc2)CC1 | -2.2 | -16 | nt | -0.1 | nt | -4 | 0.0 | -21 | -1.5 | -6 | 0.5
Cc1ccc(S(=O)Cc2ccc(C(=O)N3CCN(C4CCCCC4)CC3)o2)cc1 (stereo unspecified) | 0.4 | -8 | 0.1 | 0.9 | 1.1 | -5 | 0.1 | -3 | -1.0 | 10 | 6.0*
CCOC(=O)c1c(C)[nH]c(C(=O)CN(C)CC(=O)Nc2ccccc2Cl)c1C | -2.1 | -4 | 0.0 | 3.5 | 1.1 | -3 | 0.7 | 1 | 0.3 | -14 | 1.4
CCOc1ccc(CN2CCN(C(=O)c3ccco3)CC2)cc1 | -0.6 | 5 | 0.7 | -1.3 | 2.5 | -2 | 0.2 | 2 | -1.1 | 2 | -0.3
CSc1cccc(NC(=O)Nc2ccccc2)c1 | 6.6 | 4 | 0.7 | 1.1 | 3.5 | 5 | -0.5 | -2 | -1.2 | -27 | 0.1
Cc1ccc2c(CN(C)Cc3ccccc3)cc(=O)oc2c1 | 14* | -2 | nt | 2.1 | nt | 11* | -0.1 | 0 | 0.5 | -8 | 6.8*
COC(=O)[C@]12CCCCC=C1N(CCc1ccc(OC)c(OC)c1)C(=O)[C@H](CC(=O)NCC13CC4CC(CC(C4)C1)C3)C2 | -4.2 | 0 | nt | -3.0 | nt | -4 | 0.7 | 3 | -1.3 | -7 | 1.1
NC(=O)CSc1ccc(S(=O)(=O)N2CCOCC2)cn1 | 3.6 | -7 | 0.8 | -0.6 | -0.4 | -4 | -0.6 | -1 | -0.8 | -10 | 0.8
NS(=O)(=O)c1cccc(NC(=O)CSc2nc3ccccc3[nH]2)c1 | 0.2 | 3 | -2.0 | -0.9 | 0.2 | -3 | 0.4 | 3 | -0.8 | -1 | -0.5
CCCCn1c(=O)[nH]c(=O)c2c(C(=O)OCC)cc(-c3cccs3)nc21 | -1.3 | 8 | 3.5 | -0.6 | 2.3 | -2 | -63 | 11 | -1.3 | -6 | 0.6
CC(OC(=O)c1cccnc1Cl)C(=O)Nc1ccc(S(N)(=O)=O)cc1 (stereo unspecified) | 0.9 | 1 | 6.2* | -0.6 | -0.4 | -1 | 0.4 | -2 | -2.1 | -6 | -0.3
Cc1ccc(C)c(NC(=O)c2ccc(OC(=O)c3ccco3)cc2)c1 | 2.8 | 7 | 0.5 | 0.0 | 3.7 | 0 | -0.5 | 5 | -1.7 | -3 | -0.6
COc1ccc(O)c(C(=O)c2cnc3c(c2)c(-c2ccc(F)cc2)c(C#N)c(=O)n3C)c1 | -1.5 | -5 | -0.3 | -0.5 | 2.9 | 0 | 0.0 | -6 | -0.8 | 0 | -1.4
COC(=O)N/N=C/c1ccc(-c2ccc(C)c(Cl)c2)o1 | 0.7 | 2 | 3.7 | -0.5 | 3.0 | 0 | -0.6 | 0 | -1.3 | -4 | -0.5
Cc1cc(=O)oc2cc(OCC3CC(c4ccc(Br)cc4)=NO3)ccc12 (stereo unspecified) | 0.2 | -13 | -0.9 | 0.6 | 0.6 | -1 | -0.3 | -9 | -1.6 | 4 | -0.4
CCOc1ccc(NC(=O)CCC(=O)N/N=C/c2ccc3c(c2)OCO3)cc1 | 1.9 | 0 | 2.3 | -1.0 | 0.4 | -2 | 0.0 | -4 | -0.8 | -4 | -0.6
CC1Sc2ccccc2N(Cc2ccc(OC(F)(F)F)cc2)C1=O (stereo unspecified) | -6.2 | -2 | nt | -1.5 | 3.0 | -3 | 0.3 | -3 | -1.3 | 11 | -5.8
C=CCn1c(O)c(N=NC(=O)CNC(=O)/C=C/c2ccc(OC)cc2)c2ccccc21 | 0.2 | 7 | -1.5 | -3.2 | 0.5 | 3 | -0.1 | 0 | -1.9 | -3 | -0.5
CCC(Oc1ccc(C)cc1)C(=O)Nc1ccc(S(=O)(=O)Nc2cc(C)on2)cc1 (stereo unspecified) | -0.5 | -1 | 1.1 | -1.9 | 2.0 | -5 | 0.7 | 0 | 0.3 | -27 | 0.6
CC1CCC(=NNc2ccc(C(F)(F)F)cc2[N+](=O)[O-])CC1 (stereo unspecified) | -1.1 | 3 | -0.3 | -0.5 | 1.9 | -1 | 0.1 | 2 | -0.9 | 2 | -0.1
C=CCn1c(C)c(C(C)=O)cc(NC(=O)c2ccccc2)c1=O | -1.0 | -7 | -0.5 | -1.3 | 1.4 | -3 | 0.3 | 0 | -1.7 | 2 | -0.4
COc1ccc(CN(C)C(C#Cc2ccccc2)Cc2ccccc2)c(OC)c1 (stereo unspecified) | -0.8 | -2 | nt | -2.1 | nt | -3 | -0.3 | -5 | -1.5 | 2 | -0.2
Cc1ccc(N(C(C)C(=O)NCc2ccncc2)S(C)(=O)=O)cc1C (stereo unspecified) | 1.3 | 3 | 0.0 | -1.0 | 2.1 | 1 | -0.2 | 5 | -1.5 | 2 | -0.1
O=C1c2ccccc2NC(c2cnc3ccccc3n2)N1O (stereo unspecified) | 7.8 | -2 | 1.5 | 5.5 | 4.8 | 6 | 4.4 | -4 | 0.1 | 5 | 2.2
O=C1CCC(C(=O)N2CCC(CCO)CC2)CN1Cc1ccc(Cl)cc1 (stereo unspecified) | 0.2 | 0 | 0.9 | -2.2 | 0.3 | -1 | 0.5 | -3 | 0.0 | -1 | -0.6
CC(=O)N1CCc2cc(S(=O)(=O)N3CCCCC3C)ccc21 (stereo unspecified) | -3.6 | 2 | 1.0 | 0.4 | 4.5 | 2 | -0.9 | 1 | -1.0 | 3 | 0.2
Cc1ccc(OCCCC(=O)Nc2cc(S(=O)(=O)N3CCOCC3)ccc2N2CCOCC2)cc1 | 2.3 | -8 | 0.6 | -0.9 | 2.6 | -3 | 0.7 | -2 | -0.8 | -4 | 1.3
O=C(c1ccccc1)c1c[nH]c(C(=O)NCCCn2ccnc2)c1 | -1.7 | 1 | 0.6 | -0.5 | 0.2 | -1 | 0.2 | 2 | -1.3 | 0 | 0.3
CCCN1C(C)C(C(=O)OCC)=CN(Cc2ccc(Br)cc2)S1(=O)=O (stereo unspecified) | 2.1 | -9 | 0.0 | -2.2 | -0.5 | -1 | -0.2 | -2 | -1.4 | -5 | 0.0
CCN(CC)CCNC(=O)Cn1nc(Cc2cccnc2)c2ccccc2c1=O | -4.7 | -1 | -0.2 | 1.8 | 1.9 | -4 | -0.1 | 3 | 0.3 | -1 | 1.5
Cc1ccc(CSCC(=O)Nc2cc(S(=O)(=O)N3CCOCC3)ccc2OCC(F)(F)F)cc1 | 1.5 | 2 | 0.1 | -3.4 | 5.2 | 0 | -0.5 | -2 | -1.1 | -9 | -0.8
COc1ccccc1C1(CCNS(=O)(=O)c2ccc(C)cc2)CCOC(C(C)C)C1 (stereo unspecified) | -1.6 | -11 | 0.7 | -1.2 | 1.6 | 1 | -0.2 | -22 | -0.9 | -22 | -0.8
O=C(COC(=O)Cc1ccc(F)cc1)NC(=O)NC1CCCC1 | 1.1 | 4 | 0.4 | -1.3 | 2.7 | -1 | -0.1 | 1 | -0.8 | -4 | 0.4
Cc1ccnc(NC(=S)NC(=O)c2cccs2)c1 | 19* | 10 | 3.9 | 14* | 4.6 | 4 | 9.9 | 2 | 2.1* | 10 | 4.3*
Cc1cc(OC(=O)c2ccccc2Cl)ccc1N1C(=O)CCC1=O | 1.4 | -6 | -0.8 | -1.7 | 1.5 | 0 | -0.6 | 8 | -1.6 | -2 | 0.3
O=C(Nc1ccccc1C(=O)NC1CCCCC1)c1ccco1 | -0.5 | -9 | 0.1 | -0.6 | -0.8 | -4 | 0.2 | 1 | -0.9 | 3 | -0.5
Cc1cccc(NC(=O)Nc2ccncc2)c1 | 4.0 | -6 | 0.5 | -1.1 | 1.5 | 0 | -0.4 | 4 | 1.1* | -8 | 0.3
CCN(Cc1ccccc1)C(=O)C1CCN(C(=O)Nc2ccccc2)CC1 | 0.4 | 2 | 1.1 | -1.4 | -0.2 | 1 | 0.3 | 2 | -1.0 | -1 | -0.2
O=C(c1ccc2c(c1)OCCO2)N1CCN(c2ncc(C(F)(F)F)cc2Cl)CC1 | -3.9 | -1 | 0.6 | -1.4 | 1.6 | -2 | 0.4 | -2 | -1.4 | 4 | -1.1
CC(=O)Nc1cccc2c1C(=O)N(c1ccccc1OC(C)=O)C2=O | -2.2 | 3 | 1.0 | -0.6 | -2.0 | 1 | -1.4 | -2 | -1.0 | 2 | -0.3
Cc1noc(C)c1NC(=O)N(C)C[C@H]1Oc2ccc(NC(=O)CCC(F)(F)F)cc2C(=O)N([C@H](C)CO)C[C@@H]1C | -1.4 | -1 | 0.1 | -1.0 | 1.9 | 1 | -0.5 | 2 | -1.3 | 3 | 0.0
O=C(Cc1ccc(F)cc1)NCCS(=O)(=O)N1CCN(c2cccc(Cl)c2)CC1 | -1.1 | -1 | -1.3 | -1.8 | -0.3 | 1 | 0.1 | 0 | -1.1 | -9 | -0.3
CCn1c(COc2ccccc2OC)nnc1SCC(=O)NC1CCCC1 | -0.9 | 4 | 0.8 | -1.7 | -2.1 | 3 | -0.1 | 6 | -1.4 | 1 | -0.3
CN(CCCNC(=O)CSc1cc(=O)n(C)c2cc(Cl)ccc12)Cc1ccccc1 | -0.5 | -10 | 0.1 | -0.8 | 1.4 | 2 | 0.6 | -16 | -0.6 | -2 | 0.1
O=C(CSc1cccc[n+]1[O-])NC1CCCCCCC1 | 1.1 | 3 | -0.1 | 1.4 | 1.6 | 0 | -0.3 | 1 | -1.5 | 5 | 0.0
CCN(CCO)Cc1cc(=O)oc2cc3c(cc12)CCC3 | -3.1 | 2 | -0.1 | -1.2 | 1.2 | -2 | -1.1 | -2 | -2.1 | 0 | -1.3

Grouped by structure, the entries above with a thiophene ring, fused or not.
SMILES | hgDAF12 agonist | NPR2 activator | DAX1 inh-1 | hcDAF-12 act | GAA850 FXN act | SMARCA2 act | KLK7 zymogen act | GC-A act | ssDAF12 agonist | sPLA2-III inh | DAX1 inh-2
O=C(CCC(=O)c1cccs1)OCC(=O)c1ccccc1F | 2.1 | 5 | -0.2 | -0.6 | -0.8 | -1 | 0.4 | 1 | -0.6 | 3 | 0.6
CCCCn1c(=O)[nH]c(=O)c2c(C(=O)OCC)cc(-c3cccs3)nc21 | -1.3 | 8 | 3.5 | -0.6 | 2.3 | -2 | -63 | 11 | -1.3 | -6 | 0.6
Cc1ccnc(NC(=S)NC(=O)c2cccs2)c1 | 19* | 10 | 3.9 | 14* | 4.6 | 4 | 9.9 | 2 | 2.1* | 10 | 4.3*
